# PV pol inh = poliovirus RdRp elongation inhibitors, primary screen, biochemical, fluorescence polarization, total intensity; Genome polyprotein (Poliovirus type 1 (strain Mahoney)), P03300; poliovirus polymerase elongation; active compounds read low; % elongation, % (compound at 16.7 µg/mL); 150,000 tested, 0.66% active; AID 588519, 2011; in the data active means % elongation below about 90%; further: some results filed as inactive read as strong as hits
# Target sequence (P03300 1749-2209 limits assumed): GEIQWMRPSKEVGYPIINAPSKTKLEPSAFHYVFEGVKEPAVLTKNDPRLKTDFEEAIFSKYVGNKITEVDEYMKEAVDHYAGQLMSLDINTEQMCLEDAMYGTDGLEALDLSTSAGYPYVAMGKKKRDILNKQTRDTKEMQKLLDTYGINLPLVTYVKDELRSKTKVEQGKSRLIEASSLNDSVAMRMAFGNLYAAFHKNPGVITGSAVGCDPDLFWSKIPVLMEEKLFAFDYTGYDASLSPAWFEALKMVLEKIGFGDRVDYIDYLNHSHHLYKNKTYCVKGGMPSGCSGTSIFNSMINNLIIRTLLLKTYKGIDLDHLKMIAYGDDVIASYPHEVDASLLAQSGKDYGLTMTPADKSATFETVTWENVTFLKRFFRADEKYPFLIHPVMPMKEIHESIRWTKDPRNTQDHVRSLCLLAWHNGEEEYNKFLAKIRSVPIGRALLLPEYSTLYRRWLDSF
# PV pol inh FP z-score = second read-out of PV pol inh, no call of its own (marks repeat the call); z-score; measured here: FP z-score; hits read low
# Starred values were filed as active, the others as inactive.
Molecule: O=C(c1cccc(NC(=O)N2CCSc3ncccc32)c1)N1CCC2(CC1)OCCO2
- PV pol inh: 102.0
- PV pol inh FP z-score: 0

Molecule: O=C(NC1CC(=O)N(c2ccc3c(c2)OCCO3)C1)c1c(F)cccc1Cl (stereo not drawn)
- PV pol inh: 104.0
- PV pol inh FP z-score: -0.7

Molecule: COc1ccc(CC(=O)OCC(=O)Nc2ccc3c(c2)OCCO3)cc1
- PV pol inh: 105.0
- PV pol inh FP z-score: 0.4

Molecule: O=C(CCc1ccccc1)N1CCc2c([nH]c3ccccc23)C1c1ccc(F)cc1 (stereo not drawn)
- PV pol inh: 102.0
- PV pol inh FP z-score: -1.3

Molecule: COc1cc2[nH]c(=S)nc(NCCCOC(C)C)c2cc1OC
- PV pol inh: 101.0
- PV pol inh FP z-score: 0.3

Molecule: N#CCCN(Cc1ccccc1)S(=O)(=O)c1ccc(F)cc1
- PV pol inh: 103.0
- PV pol inh FP z-score: 0.4

Molecule: O=C(CCS(=O)(=O)c1cc2c3c(c1)CCN3C(=O)CC2)Nc1cccc(Br)c1
- PV pol inh: 110.0
- PV pol inh FP z-score: 0.3

Molecule: CCC(=O)Nc1ccc2nc(SCC(=O)N3CCc4ccccc43)sc2c1
- PV pol inh: 110.0
- PV pol inh FP z-score: 0.7

Molecule: COCCCNC(=O)c1ccc(Cn2c(SCc3cccc(C)c3)nc3cccnc32)cc1
- PV pol inh: 112.0
- PV pol inh FP z-score: 0.4

Molecule: Cc1ccc(S(=O)(=O)CCC(=O)N2CCN(c3nc4c(C)c(C)ccc4s3)CC2)cc1
- PV pol inh: 100.0
- PV pol inh FP z-score: -1.6

Molecule: CC(=O)N1c2ccc(S(=O)(=O)N(C)CC(=O)N(Cc3ccccc3)C(C)C)cc2CC1C (stereo not drawn)
- PV pol inh: 102.0
- PV pol inh FP z-score: -0.5

Molecule: COc1ccc(-c2cc(C(F)(F)F)nc(SCC(=O)NCc3ccc(OC)c(OC)c3)n2)cc1
- PV pol inh: 108.0
- PV pol inh FP z-score: 0.9

Molecule: O=C(CC1OCCN(Cc2ccccc2)C1=O)Nc1ccc2c(c1)OCCO2 (stereo not drawn)
- PV pol inh: 105.0
- PV pol inh FP z-score: 0.8

Molecule: COc1ccc(OC)c(CNS(=O)(=O)c2c(C(=O)N3CCC(C)CC3)c(C)n(C)c2C)c1
- PV pol inh: 108.0
- PV pol inh FP z-score: 0.4

Molecule: O=C(CC1N=C2c3ccccc3N=C(SCC(=O)Nc3cccc(Cl)c3)N2C1=O)NCc1cccs1 (stereo not drawn)
- PV pol inh: 111.0
- PV pol inh FP z-score: -0.3

Molecule: Cc1cc(C(=O)COC(=O)c2ccc3c(=O)n4c(nc3c2)CCC4)c(C)n1C
- PV pol inh: 98.0
- PV pol inh FP z-score: 0

Molecule: O=C(O)C1CC(O)CN1S(=O)(=O)c1cccc2nsnc12 (stereo not drawn)
- PV pol inh: 101.0
- PV pol inh FP z-score: 0.4

Molecule: COC(=O)c1ccc(CNC(=O)c2cccc(F)c2)cc1
- PV pol inh: 105.0
- PV pol inh FP z-score: 0.3

Molecule: N#CC(C#N)=C1C=C(c2ccc3c(c2)OCCO3)Oc2ccccc21
- PV pol inh: 111.0
- PV pol inh FP z-score: 1

Molecule: CC(=O)Nc1cccc(OCCCNC(=O)C2CCC2)c1
- PV pol inh: 102.0
- PV pol inh FP z-score: 0.2

Molecule: Cc1ccc(C)c(N2CCN(CC(=O)c3ccc4c(c3)CCN4)CC2)c1
- PV pol inh: 100.0
- PV pol inh FP z-score: 0

Molecule: O=C(/C=C/c1ccco1)OCN1C(=O)c2ccccc2C1=O
- PV pol inh: 101.0
- PV pol inh FP z-score: -0.4

Molecule: CN1C(=O)c2ccc(N)cc2C1=O
- PV pol inh: 98.0
- PV pol inh FP z-score: -0.4

Molecule: O=C1c2ccccc2C(=O)N1N1C(=O)c2ccccc2C1=O
- PV pol inh: 102.0
- PV pol inh FP z-score: 0.2

Molecule: Cc1nc2ccccc2c(=O)n1/N=C/c1ccc2ncccc2c1
- PV pol inh: 102.0
- PV pol inh FP z-score: -0.2

# The closing 5 records of the part before lead into the next:
Molecule: Cc1ccc(C)c(N2CCN(CC(=O)c3ccc4c(c3)CCN4)CC2)c1
- PV pol inh: 100.0
- PV pol inh FP z-score: 0

Molecule: O=C(/C=C/c1ccco1)OCN1C(=O)c2ccccc2C1=O
- PV pol inh: 101.0
- PV pol inh FP z-score: -0.4

Molecule: CN1C(=O)c2ccc(N)cc2C1=O
- PV pol inh: 98.0
- PV pol inh FP z-score: -0.4

Molecule: O=C1c2ccccc2C(=O)N1N1C(=O)c2ccccc2C1=O
- PV pol inh: 102.0
- PV pol inh FP z-score: 0.2

Molecule: Cc1nc2ccccc2c(=O)n1/N=C/c1ccc2ncccc2c1
- PV pol inh: 102.0
- PV pol inh FP z-score: -0.2

Molecule: CCOC(=O)c1ccc(CN(Cc2ccc(Br)cc2)S(=O)(=O)c2cccc(C(F)(F)F)c2)cc1
- PV pol inh: 102.0
- PV pol inh FP z-score: -1.3

Molecule: COc1ccc2[nH]cc(CCNC(=O)NC3CCCCC3)c2c1
- PV pol inh: 103.0
- PV pol inh FP z-score: 0.3

Molecule: CCc1ccc(-c2nc(CSCC(=O)NCc3ccccc3OC)c(C)o2)cc1
- PV pol inh: 108.0
- PV pol inh FP z-score: 0.4

Molecule: O=C(O)C1CC=CCC1C(=O)Nc1ccccc1 (stereo not drawn)
- PV pol inh: 102.0
- PV pol inh FP z-score: 0.8

Molecule: CC1CCCC(C)N1C(=O)COC(=O)c1ccccc1Oc1ccccc1 (stereo not drawn)
- PV pol inh: 103.0
- PV pol inh FP z-score: 0.6

Molecule: CCN(c1ccccc1)S(=O)(=O)c1ccc2[nH]cc(C(=O)NC3CCCCC3)c(=O)c2c1
- PV pol inh: 104.0
- PV pol inh FP z-score: 0

Molecule: O=C(CS(=O)(=O)c1ccccc1)Nc1ccc2c(c1)C(=O)NC2=O
- PV pol inh: 106.0
- PV pol inh FP z-score: 1.4

Molecule: COC(=O)c1c[nH]n2c(NC3CCCCC3)c(-c3ccc(C)cc3)nc12
- PV pol inh: 103.0
- PV pol inh FP z-score: 0.5

Molecule: CC1CCN(S(=O)(=O)c2cc(C(=O)O)ccc2Cl)CC1
- PV pol inh: 99.0
- PV pol inh FP z-score: -0.1

Molecule: COc1ccc(-c2nnc(SCc3cc(=O)c4cc(C)cc(C)c4[nH]3)n2C)cc1
- PV pol inh: 108.0
- PV pol inh FP z-score: 0.5

Molecule: O=C(N=Nc1c(O)[nH]c2ccccc12)c1cccnc1
- PV pol inh: 100.0
- PV pol inh FP z-score: -0.4

Molecule: N#CC(C(=O)Nc1ccccc1)=C1CCCCC1
- PV pol inh: 101.0
- PV pol inh FP z-score: 0.3

Molecule: O=C(NCCCn1ccnc1)C1CC(c2cccc(Br)c2)=NO1 (stereo not drawn)
- PV pol inh: 103.0
- PV pol inh FP z-score: 0.8

Molecule: COc1cc2c(C(=O)N3CCN(c4cccc(C)c4)C(C)C3)cn(CC(C)C)c(=O)c2cc1OC (stereo not drawn)
- PV pol inh: 102.0
- PV pol inh FP z-score: -0.2

Molecule: COc1cc(COc2ccc3c4c(c(=O)oc3c2)CCC4)cc(OC)c1OC
- PV pol inh: 102.0
- PV pol inh FP z-score: 0

Molecule: COc1cccc(OCC(=O)Nc2ccc(OC(C)=O)cc2C(=O)O)c1
- PV pol inh: 103.0
- PV pol inh FP z-score: 0.3

Molecule: CC(NC(=O)/C=C/c1cccc2ccccc12)c1ccccc1 (stereo not drawn)
- PV pol inh: 104.0
- PV pol inh FP z-score: 0.2

Molecule: O=C(Nc1ncnc2sc3c(c12)CCCCC3)c1ccco1
- PV pol inh: 104.0
- PV pol inh FP z-score: 0

Molecule: CC(C)=NNC(=O)Nc1c(-c2c(Cl)cccc2Cl)noc1C
- PV pol inh: 100.0
- PV pol inh FP z-score: -0.4

Molecule: C=CCc1c(C)nc2nc(SCC(=O)Nc3cccc(Cl)c3)nn2c1C
- PV pol inh: 109.0
- PV pol inh FP z-score: 0.2

Molecule: Cc1ccc(C)c(C(=O)CSc2nnc(-c3cccs3)n2CC2CCCO2)c1 (stereo not drawn)
- PV pol inh: 104.0
- PV pol inh FP z-score: 0.1

Molecule: Cc1ccc2nc(SC3CCCCC3=O)[nH]c2c1 (stereo not drawn)
- PV pol inh: 101.0
- PV pol inh FP z-score: -0.2

Molecule: C=Cc1ccc(Cn2c(C(=O)O)c(CNCc3ccccc3)c3ccc(C)cc32)cc1
- PV pol inh: 100.0
- PV pol inh FP z-score: -1.7

Molecule: CN1CCN(C(=O)NCC23CC4CC(CC(C4)C2)C3)CC1
- PV pol inh: 103.0
- PV pol inh FP z-score: 0.5

Molecule: CC1(C)C/C(=N\O)c2cc3c(nc2C1)CCCC3
- PV pol inh: 101.0
- PV pol inh FP z-score: 0.1

# Six structures from above, sorted by length of the SMILES, high to low.
Molecule: COc1cc2c(C(=O)N3CCN(c4cccc(C)c4)C(C)C3)cn(CC(C)C)c(=O)c2cc1OC (stereo not drawn)
- PV pol inh: 102.0
- PV pol inh FP z-score: -0.2

Molecule: C=Cc1ccc(Cn2c(C(=O)O)c(CNCc3ccccc3)c3ccc(C)cc32)cc1
- PV pol inh: 100.0
- PV pol inh FP z-score: -1.7

Molecule: C=CCc1c(C)nc2nc(SCC(=O)Nc3cccc(Cl)c3)nn2c1C
- PV pol inh: 109.0
- PV pol inh FP z-score: 0.2

Molecule: CC(C)=NNC(=O)Nc1c(-c2c(Cl)cccc2Cl)noc1C
- PV pol inh: 100.0
- PV pol inh FP z-score: -0.4

Molecule: O=C(NCCCn1ccnc1)C1CC(c2cccc(Br)c2)=NO1 (stereo not drawn)
- PV pol inh: 103.0
- PV pol inh FP z-score: 0.8

Molecule: COc1ccc2[nH]cc(CCNC(=O)NC3CCCCC3)c2c1
- PV pol inh: 103.0
- PV pol inh FP z-score: 0.3

# Further structures:
Molecule: COC(=O)C1CC(=O)N(c2ccccc2)C1 (stereo not drawn)
- PV pol inh: 106.0
- PV pol inh FP z-score: 1.7

Molecule: Cn1c(CC(=O)Nc2ccccc2F)nnc1SCC(=O)NC1=NCCS1
- PV pol inh: 104.0
- PV pol inh FP z-score: 0.6

Molecule: Fc1c(F)c(Oc2ccccc2)c(F)c(F)c1Oc1ccccc1
- PV pol inh: 102.0
- PV pol inh FP z-score: -0.2

Molecule: CN(C)CCNC(=O)c1nc(-c2cccnc2)no1
- PV pol inh: 106.0
- PV pol inh FP z-score: 1.5

Molecule: CSc1ccc(CNC(=O)CCn2ccc3cc(S(=O)(=O)N4CCC(C)CC4)ccc32)cc1
- PV pol inh: 105.0
- PV pol inh FP z-score: -0.6

Molecule: CCCc1c(C)nc(N)c(C#N)c1-c1ccc(OC)c(OC)c1
- PV pol inh: 100.0
- PV pol inh FP z-score: -0.5

Molecule: O=C(OCc1cccs1)c1ccco1
- PV pol inh: 102.0
- PV pol inh FP z-score: 0.1

Molecule: Cc1cccc(C(=O)Nc2ccccn2)c1
- PV pol inh: 104.0
- PV pol inh FP z-score: 0.4

Molecule: c1coc(CNc2ncnc3sc4c(c23)CCCC4)c1
- PV pol inh: 106.0
- PV pol inh FP z-score: 1.5

Molecule: CC1=C(C(=O)Nc2ccc(Cl)cc2)C(C(C)C)n2nc(SCc3cccc(C)c3)nc2N1 (stereo not drawn)
- PV pol inh: 116.0
- PV pol inh FP z-score: 1

Molecule: CCOCc1nnc(NC(=O)C2CC(=O)N(C(C)(C)C)C2)s1 (stereo not drawn)
- PV pol inh: 102.0
- PV pol inh FP z-score: -0.1

Molecule: CC1=Nc2cc(C(=O)NC3CCCCC3)ccc2Sc2ccc(Cl)cc21
- PV pol inh: 101.0
- PV pol inh FP z-score: -0.9

Molecule: Fc1c(F)c(C(F)(F)F)c(F)c2c1Oc1cc(Cl)c(Cl)cc1O2
- PV pol inh: 105.0
- PV pol inh FP z-score: 0.8

Molecule: COc1ccccc1N1CCN(Cc2cc(=O)oc3cc(C)c(Cl)cc23)CC1
- PV pol inh: 102.0
- PV pol inh FP z-score: -0.1

Molecule: Cn1c(=O)c(=O)n(C)c2cc(S(=O)(=O)CCC(=O)Nc3ccc(F)cc3)ccc21
- PV pol inh: 104.0
- PV pol inh FP z-score: -0.3

Molecule: COc1cc(NC(=O)c2cc3c(s2)-c2ccccc2OC3)cc(OC)c1OC
- PV pol inh: 107.0
- PV pol inh FP z-score: 0.7

Molecule: CC1(C)CC(=O)c2c(oc3c(Cl)cc(NS(=O)(=O)c4ccc(Br)cc4)cc23)C1
- PV pol inh: 103.0
- PV pol inh FP z-score: -0.6

Molecule: Cc1cccc(-n2c(C)cc(C=NO)c2C)c1
- PV pol inh: 99.0
- PV pol inh FP z-score: -0.2

# Laid out differently: results already given.
Molecule	PV pol inh	PV pol inh FP z-score
COc1cc(NC(=O)c2cc3c(s2)-c2ccccc2OC3)cc(OC)c1OC	107.0	0.7
CC1(C)CC(=O)c2c(oc3c(Cl)cc(NS(=O)(=O)c4ccc(Br)cc4)cc23)C1	103.0	-0.6
Cc1cccc(-n2c(C)cc(C=NO)c2C)c1	99.0	-0.2

# An excerpt; rates above refer to the full screens.
